Cav32 inh: blocks human Cav3.2 T-type calcium channel; AID 449739; 100,000 compounds, 4% hits; Cav3.2-expressing cells, Fluo-4 calcium fluorescence FDSS; active compounds read low; O95180; B-score at 10 µM;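 active = single-dose well whose peak fluorescence ratio is a statistical outlier from its plate by either plate-standardised score or position-corrected B-score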
* hit, by the source's call.

SMILES | Cav32 inh
COc1ccc(-c2nc(CS(=O)CC(=O)NCCC3=CCCCC3)c(C)o2)cc1 (stereo not given) | -4.9
C=CCSC1=C(C#N)C(c2ccc(C(C)C)cc2)CC(=O)N1 (stereo not given) | -3.5*
Cc1cc(-c2ccc(/C=N/n3cnnc3)o2)c([N+](=O)[O-])cc1C | 1.7
CN1/C(=c2/s/c(=C3/C(=O)N(c4ccccc4)NC3=Nc3ccccc3)n(C)c2=O)C(C)(C)c2ccccc21 | -2.2
Cc1c(C(=O)NCCC2=CCCCC2)oc2ccc(S(=O)(=O)N3CCOCC3)cc12 | -4.1*
COc1ccccc1C(c1nnnn1Cc1ccccc1)N1CCC(C(N)=O)CC1 (stereo not given) | -1.1
COCCCN1C(=O)C(=O)/C(=C(/O)c2ccccc2)C1c1ccc2c(c1)OCO2 (stereo not given) | 0.13
CCCCNC(=O)N(O)C1N(CCCC)C(=O)N(CC(=O)OC)C1(C)C (stereo not given) | 0.43
CCOc1cccc(/C(O)=C2/C(=O)C(=O)N(CCOC)C2c2ccc(C)o2)c1 (stereo not given) | -0.44
Cc1nnc(SCC(=O)N2CCCCC2)s1 | 0.14
COc1ccc(CNc2nc3nc(C)c(Cl)c(=O)n3[nH]2)cc1OC | 0.7
COc1ccccc1Nc1nc(-c2cccc([N+](=O)[O-])c2)nc2ccccc12 | -1.1
c1ccc(Cn2nnc(-c3ccccc3)n2)cc1 | -1.8
CCCNc1nc(N)nc(-c2cc(Cl)ccc2OC)n1 | -0.57
Cc1ccc(-n2ncc3c(=O)n(CC(=O)NC4CCCCC4)cnc32)cc1C | -1.2
CCOc1ccc(CCNc2ccc3nnc(-c4ccccc4)n3n2)cc1OCC | 0.84
COc1ccc2c(c1OC)C(=O)N1c3ccccc3COC21 (stereo not given) | -1.1
C=CCN1C(=O)/C(=C\c2ccc(C)cc2)N=C1SCC(=O)NCCC | -1.1
COC(=O)CSc1nnc(CNC(=O)c2ccc(S(=O)(=O)N3CCCCC3)cc2)n1C | 1.1
CC(C)Cc1nnc(NS(=O)(=O)c2ccc(Cl)cc2)s1 | -1.3
O=S1(=O)CC(O)C(N2CCCCC2)C1 (stereo not given) | 0.27
CCOc1ccc(-c2nnc3ccc(SCc4ccc(C(=O)OC)o4)nn23)cc1 | -0.78
O=C(NC1CCCCC1)N1CCC(n2c(=O)[nH]c3ccccc32)CC1 | -0.21
C[C@H]1[C@H](C)CC[C@]2(C(=O)O)CC[C@]3(C)C(=CC[C@@H]4[C@@]5(C)C[C@@H](O)[C@H](O)C(C)(C)[C@@H]5CC[C@]43C)[C@H]12 | 1.1
CCOCc1nnc(NC(C)=O)s1 | 0.28
CC1(O)C(=O)C=C2C=C(c3ccc(C#N)cc3)OC=C2C1=O (stereo not given) | -0.41
COCC(C)NS(=O)(=O)c1ccc(NC(=O)C(Cc2ccccc2)NC(N)=O)cc1 (stereo not given) | -0.07
CCN(CC)CP(=O)(c1ccccc1)c1ccccc1 | -0.054
O=S(=O)(Nc1cccnc1)c1cccc(C(F)(F)F)c1 | 0.1
O=C(NCC1CC1)c1ccc2c3n(nc2c1)-c1ccccc1CO3 | 1.2
O=C1OCCC1Sc1nc2cc(Cl)ccc2n1Cc1ccccc1 (stereo not given) | -0.97
Cc1ccc(CNC(=O)C23CN(Cc4ccccc4)CC2C(c2ccc([N+](=O)[O-])cc2)=NO3)o1 (stereo not given) | -1.4
Cn1c(SC/C=C/c2ccccc2)nnc1-c1ccco1 | 0.62
O=C(NCCCN1CCOCC1)c1cc(-c2ccc(F)cc2)on1 | 1.4
Cc1cc(C)cc(-n2ccnc2SCC(=O)Nc2ccc3c(c2)OCCO3)c1 | -3.9
CCc1ccc(C(=O)c2ccccc2C(=O)O)s1 | 0.56
CCn1c(NC(=O)c2ccc(COc3ccc(C)cc3[N+](=O)[O-])o2)nc2ccccc21 | 0.54
CCOC(=O)N1CCN(C(=O)c2cccn3c(=O)c4cc(Cl)ccc4nc23)CC1 | 0.64
O=C(O)C(Cc1ccccc1)NS(=O)(=O)c1ccc2c(c1)OCCO2 (stereo not given) | -0.0069
Clc1cnc(N/N=C/c2cccs2)c(Cl)c1 | -0.76
CCC(CC)NC(=O)CSc1nnc(-c2ccc(OC)cc2)n1C(C)C | 1.5
CC(=O)Nc1ccc(S(=O)(=O)NNC(=O)COc2cc(C)ccc2C(C)C)cc1 | -0.62
O=c1[nH]cc(O)c(=O)[nH]1 | -3.2
O=C1CC(c2ccc(O)cc2)Oc2cc(O)ccc21 (stereo not given) | 0.012
COc1ccccc1NC(=O)C1CCCN(S(=O)(=O)c2cnc[nH]2)C1 (stereo not given) | 0.74
CCOC(=O)c1c(NC(=O)/C=C/c2ccco2)sc(C)c1C | 0.021
C=C(C)CSc1nc2c(c(=O)[nH]c(=O)n2C)n1Cc1ccccc1 | -1.4
Cc1cc(Cl)ccc1Oc1ncc(-c2ccc(Cl)cc2)cn1 | 1.3
CCCCn1c(SCC(=O)OC)nc2c1c(=O)n(C)c(=O)n2C | 1.1
CCNC(=S)N1C2CCC1CC(NC(=O)NC1CCCCC1)C2 (stereo not given) | 0.46
Cc1ccc(/C=c2\sc3n(c2=O)CN(c2ccc(Br)cc2)CN=3)o1 | 0.38
c1ccc(Cn2c(CSc3nnnn3-c3ccccc3)nc3ccccc32)cc1 | 0.04
Cc1ccc(NC2OC(CO)C(O)C(O)C2O)cc1 (stereo not given) | 0.27
CC(=O)c1sc(NC(=O)C(C)C)nc1C | -0.047
CCc1ccc(NC2CC(=O)N(c3ccc(OC)cc3OC)C2=O)cc1 (stereo not given) | 0.41
C=C(C)C1CCC2(C(=O)O)CCC3(C)C(CCC4C5(C)C(C=O)C(O)C(C)(C)C5CCC43C)C12 (stereo not given) | -3.6
COc1ccc(OC)c(/C=c2\sc3nc(-c4cccs4)nn3c2=O)c1 | -2.4
COc1ccc(CCNC(=O)CCN2C(=O)COc3ccc(C)cc32)cc1OC | 0.18
CCc1ccccc1N1CC23C=CC(O2)C(C(=O)OCC(C)C)C3C1=O (stereo not given) | -0.057
O=C1CC(N2CCN(c3ccc(F)cc3)CC2)C(=O)N1Cc1cccs1 (stereo not given) | 0.37

Cav32 inh, what is marked active above.
SMILES | Cav32 inh
C=CCSC1=C(C#N)C(c2ccc(C(C)C)cc2)CC(=O)N1 (stereo not given) | -3.5*
Cc1c(C(=O)NCCC2=CCCCC2)oc2ccc(S(=O)(=O)N3CCOCC3)cc12 | -4.1*

(more compounds)
SMILES | Cav32 inh
C1=C(c2ccccc2)Nc2ncnn2C1c1ccccc1 (stereo not given) | -1.1
CCC(=O)N1c2ccc(S(=O)(=O)CCC(=O)NC3CCCC3)cc2CC1C (stereo not given) | -0.11
CCOc1ccc(NC(=O)Cn2nnc(C(=O)NCc3ccco3)c2N)cc1 | 0.021
CCC(C)C(=O)Nc1nc(C)c(-c2csc(Nc3cc(OC)ccc3OC)n2)s1 (stereo not given) | -0.0035
O=C(O)Cc1ccc(-c2ccccc2-c2ccccc2)cc1 | -1.4
Cc1nc2ccccc2c2oc(C(=O)NCCCN3CCC(C)CC3)cc12 | 0.9
Cc1ccc(Oc2ccc(-c3nc(N)nc(N)n3)cc2)cc1C | 1.5
Nc1nc(SCC(=O)NCCC(c2ccccc2)c2ccccc2)n[nH]1 | 0.026
CN=C1S/C(=C\c2ccc(N3CCOCC3)c(F)c2)C(=O)N1C | -0.79
Cc1onc(-c2ccccc2)c1C(=O)Nc1nnc(N(C)Cc2ccccc2)s1 | 0.29
O=C(CNS(=O)(=O)c1cccc2nonc12)NCc1ccc(F)cc1 | -0.036
COc1ccc(CCNC(=O)C2CC3Cn4c(nc5cc(Cl)c(Cl)cc54)C3N2C)cc1 (stereo not given) | 0.58
CCn1c(COc2ccc(OC)cc2)nc2ccccc21 | -1.3
CC1CC/C(=C\c2ccc3c(c2)OCO3)C(=O)/C1=C/c1ccc2c(c1)OCO2 (stereo not given) | -1
CCOc1ccc(-n2cnnn2)cc1S(=O)(=O)NCCc1ccc(OC)c(OC)c1 | -0.009
COC(=O)C1CCN(C(=O)c2sc3nc(-c4ccc(F)cc4)cn3c2C)CC1 | 2.8
N#CC1(c2ccc(NC(=O)c3ccccc3)cc2)CCCC1 | 0.77
COC(=O)c1ccc2c(c1)N(Cc1cc(C)ccc1C)C(=O)c1ccccc1S2=O (stereo not given) | -2
COc1cc(NC(=O)c2ccco2)c(OC)cc1NC(=O)Nc1ccccc1Cl | 0.27
O=C1N2CCSC2=NC1(Nc1nccs1)C(F)(F)F (stereo not given) | 0.29

An excerpt of these results, with each value named.
> O=C(O)C(Cc1ccccc1)NS(=O)(=O)c1ccc2c(c1)OCCO2 (stereo not given)
- Cav32 inh = -0.0069
> COCC(C)NS(=O)(=O)c1ccc(NC(=O)C(Cc2ccccc2)NC(N)=O)cc1 (stereo not given)
- Cav32 inh = -0.07
> CN1/C(=c2/s/c(=C3/C(=O)N(c4ccccc4)NC3=Nc3ccccc3)n(C)c2=O)C(C)(C)c2ccccc21
- Cav32 inh = -2.2
> Cc1ccc(CNC(=O)C23CN(Cc4ccccc4)CC2C(c2ccc([N+](=O)[O-])cc2)=NO3)o1 (stereo not given)
- Cav32 inh = -1.4

More compounds
SMILES | Cav32 inh
O=C(NCc1ccco1)c1cccc(Nc2nc3ccc(Br)cc3[nH]2)c1 | -3.1
O=C(COc1ccccc1O)N1CCN(C(=O)c2ccco2)CC1 | 1.3
CC(C)(C)C(=O)NC(NC(=S)Nc1sc2c(c1C#N)CCCC2)C(Cl)(Cl)Cl (stereo not given) | -1.5
O=C1C2C3C=CC(C3)C2C(=O)N1c1cccc(N2C(=O)C3C4C=CC(C4)C3C2=O)n1 (stereo not given) | 1.6
Cc1ccc(C(C(=O)NC(C)(C)C)N(C(=O)c2csnn2)c2ccccc2F)o1 (stereo not given) | 0.57
O=C(Nc1ccc(Cl)c(Cl)c1)OCc1cnc(Cl)s1 | 0.016
Cc1ccc(S(=O)(=O)Nc2ccc(O)c3ncccc23)cc1 | 0.76
COc1ccc(C(=O)Nc2ccc(NC(=O)c3ccco3)c(Cl)c2)cc1OC | -2.6
C#CCOCCOCCOCCNc1nc(N2CCN(C(=O)[C@H](Cc3ccc(O)cc3)n3cc(C(N)CC(C)C)nn3)CC2)nc(N2CCN(C(=O)[C@H](CCC(=O)O)n3cc(C(N)[C@H](C)CC)nn3)CC2)n1 (stereo not given in full) | -0.052
Cc1cccc(C(=O)Nc2oc(-c3ccccc3)cc2C#N)c1 | 0.83
COC(=O)C(C)Sc1nnc(-c2ccncc2)o1 (stereo not given) | 0.37
Cn1c(=O)n(C)c2cc(NS(=O)(=O)c3ccc4c(c3)CCCC4)ccc21 | 0.14
CCOC(=O)c1c(NC(=O)CSc2nnc(Cc3ccccc3)o2)sc(C)c1C | -4.5*
Cc1ccc(-c2nnc(CSc3nc4cc5c(cc4cc3C)OCO5)o2)cc1 | -2.2
O=S(=O)(c1ccc(S(=O)(=O)N2CCN3CCCC3C2)cc1)N1CCCC1 (stereo not given) | -0.44
O=S(=O)(Nc1ccc2c(c1)OCCO2)c1cnc[nH]1 | -0.17
O=S(=O)(c1ccc2ccccc2c1)N1CCN(C2CCN(Cc3ccccc3)CC2)CC1 | -0.034
COc1ccc(S(=O)(=O)n2nc(OC(=O)c3cccs3)cc2N)cc1 | -1.2
Cc1ccc(CNC(=O)C2CNc3cc(C)ccc3O2)cc1 (stereo not given) | 0.34
CCOCc1cnc(C)nc1NCC(=O)c1c(C)[nH]c2ccccc12 | -0.42
CN1CCN(CCCNC(=O)c2cn(C3CCCCC3)c(=O)c3c2c2ccccc2n3C)CC1 | 1.4
NS(=O)(=O)c1ccc(NC(=O)CSc2nnc(Cc3cccs3)n2-c2ccccc2)cc1 | -0.75
CN(C(=O)COC(=O)c1ccccc1Nc1ccccc1)C1CCS(=O)(=O)C1 (stereo not given) | 0.061
CCOC(=O)CCN(Cc1sccc1C)S(=O)(=O)c1ccc(F)cc1 | -2.4
CC(C)OC(=O)c1cc2ccccc2oc1=O | 1
CCCCCC(O)c1cccc(OCc2ccc3ccccc3n2)c1 (stereo not given) | -3.2
Brc1ccc2ncnc(Nc3ccc(N4CCOCC4)cc3)c2c1 | -0.11
O=C1C2C3c4ccccc4C(c4ccccc43)C2c2nc3ccccc3n21 (stereo not given) | -0.17
CCCn1c(SCc2ccccn2)nc2c1c(=O)n(C)c(=O)n2C | -0.69
CCN(CC)S(=O)(=O)c1cccc(C(=O)N[C@H](C(=O)OCC(=O)Nc2ccccc2)C(C)C)c1 | -9.2*
CC1CCN(C(=O)CN2C(=O)c3ccccc3S2(=O)=O)CC1 | 0.056
COc1ccc(S(=O)(=O)N2CCC(C(=O)N3CCc4ccccc4C3)CC2)cc1Cl | -4.6*
N#Cc1ccc(OCCN2C(=O)NC3(CCSC3)C2=O)cc1 (stereo not given) | 0.035
COc1ccc(C(=O)N2CCN(C(=O)c3ccco3)CC2)cc1 | 0.81
O=C1C(C=NCc2ccncc2)=C(O)c2ccccc21 | 1.6
Cc1cccc(NC(=S)N2CCC(N(C)CC3CCCO3)CC2)c1C (stereo not given) | 1.2
COc1ccc(/C=C/C(=O)c2ccccc2)cc1COc1ccccc1F | -4.2*
COc1ccccc1-n1cnc2cc(NS(=O)(=O)c3ccc(Br)cc3)ccc21 | -2.5
COc1cc(-c2noc(-c3ccco3)n2)cc(OC)c1OC | -0.74
O=C(O)C1Cc2ccccc2CN1C(=O)c1ccccc1Cl (stereo not given) | 1
O=C(NCCCn1ccnc1)Nc1ccc(Cl)c(Cl)c1 | 0.96
c1ccc(-c2csc3ncnc(-n4cnc5ccccc54)c23)cc1 | -0.27
COC(=O)c1ccc(CSc2nc3ccccc3c(=O)n2-c2ccc(OC)c(OC)c2)o1 | -1.2

High-throughput results as filed in PubChem.

Only part of the results is shown; count on the stated rates, not on these rows.
